Screens deposited in PubChem by National Center for Advancing Translational Sciences (NCATS).
KDM5B inhibitor: Primary screen for KDM5B Histone Demethylases FDH-coupled qHTS. Lysine-specific demethylase 5B (Homo sapiens), Q9UGL1. KDM5B demethylase, FDH-coupled NADH fluorescence (FDH is formaldehyde dehydrogenase). Potency, µM (top dose mostly 57.7 µM), for the others: top-dose activity change, negative = inhibition, usual class: inhibitors. 220,000 tested, 2.6% active; active means well fitted inhibition curve with a large enough effect; inconclusive means small, poorly fitted or top-dose-only effect; inactive means no such curve, though single readings can be large or run the other way; further: 0% is about no effect; nearly all actives have a fitted effect of over 70% in size
Target sequence (Q9UGL1 whole entry, looked up): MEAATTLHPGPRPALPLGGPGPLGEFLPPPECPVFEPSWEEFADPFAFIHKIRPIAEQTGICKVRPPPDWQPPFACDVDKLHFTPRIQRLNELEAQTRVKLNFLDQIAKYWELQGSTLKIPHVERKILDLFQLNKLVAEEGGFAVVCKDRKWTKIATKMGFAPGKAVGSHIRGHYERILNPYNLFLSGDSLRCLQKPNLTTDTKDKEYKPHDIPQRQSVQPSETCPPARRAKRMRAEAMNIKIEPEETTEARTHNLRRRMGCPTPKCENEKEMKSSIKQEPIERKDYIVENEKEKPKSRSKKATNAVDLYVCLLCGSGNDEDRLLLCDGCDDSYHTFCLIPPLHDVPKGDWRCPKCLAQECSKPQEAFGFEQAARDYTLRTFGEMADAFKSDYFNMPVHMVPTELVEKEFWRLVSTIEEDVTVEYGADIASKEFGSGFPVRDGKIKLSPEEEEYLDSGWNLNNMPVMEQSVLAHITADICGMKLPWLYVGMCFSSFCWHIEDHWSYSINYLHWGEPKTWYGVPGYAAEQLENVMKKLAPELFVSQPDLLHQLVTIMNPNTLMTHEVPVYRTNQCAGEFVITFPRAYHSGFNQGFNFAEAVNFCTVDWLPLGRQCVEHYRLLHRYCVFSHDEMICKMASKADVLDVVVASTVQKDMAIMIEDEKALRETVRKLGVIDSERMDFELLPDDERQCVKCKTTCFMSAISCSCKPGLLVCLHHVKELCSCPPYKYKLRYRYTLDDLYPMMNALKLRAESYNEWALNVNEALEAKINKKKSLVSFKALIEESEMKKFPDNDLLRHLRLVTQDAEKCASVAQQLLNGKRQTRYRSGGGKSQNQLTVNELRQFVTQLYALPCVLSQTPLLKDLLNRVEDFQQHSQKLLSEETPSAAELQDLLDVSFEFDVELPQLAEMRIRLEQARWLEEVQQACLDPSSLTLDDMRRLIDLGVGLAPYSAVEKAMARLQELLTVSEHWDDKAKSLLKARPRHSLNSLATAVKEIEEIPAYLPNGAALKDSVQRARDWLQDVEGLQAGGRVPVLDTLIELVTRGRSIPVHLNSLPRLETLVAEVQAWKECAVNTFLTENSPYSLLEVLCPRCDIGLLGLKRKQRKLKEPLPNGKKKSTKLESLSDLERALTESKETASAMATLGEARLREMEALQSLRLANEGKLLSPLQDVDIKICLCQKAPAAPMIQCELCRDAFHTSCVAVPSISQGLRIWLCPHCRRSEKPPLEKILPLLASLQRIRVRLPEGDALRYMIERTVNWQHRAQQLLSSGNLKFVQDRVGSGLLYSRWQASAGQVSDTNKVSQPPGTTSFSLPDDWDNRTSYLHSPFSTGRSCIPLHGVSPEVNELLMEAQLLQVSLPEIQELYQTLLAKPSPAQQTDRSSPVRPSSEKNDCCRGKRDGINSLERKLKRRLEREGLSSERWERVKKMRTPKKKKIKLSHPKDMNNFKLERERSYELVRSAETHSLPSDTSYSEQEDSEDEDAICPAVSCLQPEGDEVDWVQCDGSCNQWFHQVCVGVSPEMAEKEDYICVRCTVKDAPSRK
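Coupled FDH/NAD⁺ fluorescence readout. KDM5BΔAP 200 nM final; compound titration, 10 min RT preincubation; substrate mix 12.5 µM H3K4me3, 25 µM 2-OG, 50 µM Fe(II), 100 µM ascorbate, 0.25 mM NAD⁺, 0.25 U/mL FDH; ΔRFU over 30 min.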
* marks the source's active call; other numbers are inactive results; i = inactive; u = inconclusive; & = joins results of further samples; [ ] = dose if it differs, or a comment. Potency means the concentration at half of the fitted maximal effect. Some of the compounds tested. The share of hits here may be higher or lower than overall.

Sample of the layout:
SMILES	KDM5B inhibitor
COc1ccc(-c2ccc3c(c2)C(=O)N2CC[C@H](NC(=O)COCC(=O)O)[C@H]2C(=O)N3)cc1	20µM*
Fc1ccc(-c2nc(COc3ccc(Oc4ccccn4)cc3)co2)cc1	13%
CCCN(CCC)C(=O)CN1C(=O)CSc2ccc(S(=O)(=O)N3CCC(C)CC3)cc21	-1%
COC(=O)C(C)Oc1ccc2c(C)c(-c3ccc(OC)cc3)c(=O)oc2c1 (stereo unspecified)	u

The list itself (from the top)
SMILES	KDM5B inhibitor
COc1ccc(-c2ccc3c(c2)C(=O)N2CC[C@H](NC(=O)COCC(=O)O)[C@H]2C(=O)N3)cc1	20µM*
Fc1ccc(-c2nc(COc3ccc(Oc4ccccn4)cc3)co2)cc1	13%
CCCN(CCC)C(=O)CN1C(=O)CSc2ccc(S(=O)(=O)N3CCC(C)CC3)cc21	-1%
COC(=O)C(C)Oc1ccc2c(C)c(-c3ccc(OC)cc3)c(=O)oc2c1 (stereo unspecified)	u
COC(=O)C(NC(=O)CCc1c(C)nc2c(c(C)nn2-c2ccccc2)c1C)C(C)C (stereo unspecified)	u
CCn1c2c(c(=O)[nH]c1=O)C(c1cccc(F)c1)C1=C(COC1=O)N2 (stereo unspecified)	i
O=C(Nc1ccc(NC(=O)c2ccccc2O)cc1)Nc1ccc(F)cc1F	u
COC(CN(C)C(=S)NCC(=O)O)OC	21%
N#Cc1nc(/C=C/c2ccccc2)oc1N1CCCCC1	-52%
COc1ccc(Nc2ncnc3c2cnn3-c2ccc(C)cc2C)cc1	-23%
Cc1cc(C)c(NC(=O)CSC2=Nc3ccccc3C3=NC(CC(=O)NCc4cccs4)C(=O)N23)c(C)c1 (stereo unspecified)	7%
CN1c2cc(C(=O)Nc3cccc(C(F)(F)F)c3)ccc2C(=O)N2CCCC21 (stereo unspecified)	u
CNC(=O)c1ccc(Cl)c(NC(=O)N[C@H]2CN(C(C)C)C[C@@H]2OC)c1	-8%
CC(=O)N1CC[C@H](c2nc3cc(C)ccc3o2)C1	-16%[115 µM]
CCCn1nc(C(=O)Nc2ccccc2OC)c2ccccc2c1=O	27%
CSCCC(=O)N1CCc2[nH]nc(-c3ccc(C(F)(F)F)cc3)c2C1	13%
Cn1cc(CC(=O)N2CCCc3ncc(C(=O)NCc4ccc(F)cc4)cc32)c2ccccc21	-23%
O=C(NCc1ccc(-c2cnc3c(Oc4ccccc4)nccn23)cc1)c1cccc(O)c1	u
CC(OC(=O)Cn1[nH]c(=O)c2ccccc2c1=O)C(=O)Nc1ccc(F)cc1Cl (stereo unspecified)	10%
Cc1cn2c(C(=O)c3ccccc3)c(-c3ccccc3)cc2cc1-c1ccccc1	3%
C#CC[N+](C)(CC#CC=C)Cc1ccccc1 (stereo unspecified)	25%
CCC(C)NC(=O)CCNC(=O)NCc1ccccc1 (stereo unspecified)	10%
O=C1NC(NS(=O)(=O)c2ccccc2)(C(F)(F)F)C(=O)N1CCc1ccccc1 (stereo unspecified)	-25%
Cc1nc(CN2CCN(C(=O)NC(C)c3ccccn3)CC2)cs1 (stereo unspecified)	6%
CC(C)NC(=O)C(=O)NC1CC(C)(C)NC(C)(C)C1	4%
O=C(c1ccccc1)N1CCCN(Cc2ccc3c(c2)OCO3)c2ccccc21	-26%
C[C@]1(CO)C2CC[C@@H](O)[C@@H](CC(=O)N3CCC[C@H]3CO)[C@]2(C)CC[C@H]1OC(=O)Nc1cccc(C(F)(F)F)c1 (stereo partly specified)	-2%
COc1ccc(C(=O)N2CC3(Cc4ccccc4N([S+](C)(=O)[O-])C3)C2)cc1	-4%
Cc1ccc(CN2CCC3(CC2)OC(=O)N(Cc2ccc(O)cc2)C3(C)c2ccccc2)o1 (stereo unspecified)	-19%
CCOc1cc(C2N=C(N)Nc3nc4cc5c(cc4n32)OCCCO5)cc(Cl)c1O (stereo unspecified)	7%
COc1ccc(-c2cn(C)c(=O)n3cc(CN4CC[S+](=O)([O-])CC4)nc23)cc1OC	35µM*
Cc1ccc(-c2onc(C)c2C)cc1S(=O)(=O)N1CCc2ccccc21	-18%
CCc1cccc(NC(=O)CCS(=O)(=O)c2ccc3nc(C)sc3c2)c1	u
COc1cc(C(=S)N2CCOCC2)ccc1OC(=O)c1cc(OC)c(OC)c(OC)c1	-37%
CC(=O)c1[nH]c(C)c(C(=O)NCCc2ccc(C)cc2)c1C	-26%
O=C([C@@H]1C[C@H](Oc2cccnc2)CN1C(=O)Cn1c(=O)oc2ccccc21)N1CCCC1	4%
CCC(=O)NC1(C(F)(F)F)N=C(c2ccccc2)N(CCCc2ccccc2)C1=O (stereo unspecified)	17%
Fc1cc(F)cc(Cc2nc3nccc(-c4ccccc4)n3n2)c1	28µM*
CCc1ccc(C(=O)N2CCN(c3cc(-c4ccc(OC)cc4)[nH]n3)CC2)cc1	-18%
Cc1ccc(CCNC(=O)CCn2nc(-c3ccc(Cl)cc3)ccc2=O)cc1	u

Arranged by the number under KDM5B inhibitor (low to high): 3 of the compounds above.
SMILES	KDM5B inhibitor
CC(=O)c1[nH]c(C)c(C(=O)NCCc2ccc(C)cc2)c1C	-26%
Cc1ccc(-c2onc(C)c2C)cc1S(=O)(=O)N1CCc2ccccc21	-18%
CCOc1cc(C2N=C(N)Nc3nc4cc5c(cc4n32)OCCCO5)cc(Cl)c1O (stereo unspecified)	7%

Additional compounds follow.
SMILES	KDM5B inhibitor
Nc1cc(S(=O)(=O)c2ccc(O)c(N)c2)ccc1O	-8%
Cc1nc(-c2ccc(S(=O)(=O)N3CCN(c4cc(Cl)ccc4C)CC3)cc2)co1	u
CCNC(=O)C1CCN(c2nnc(C)c3c(C)n(-c4ccc(OC)cc4)nc23)CC1	u
CC(=O)N[C@@H]1C=C(C(=O)NCCC(N)=O)C[C@@H](O)[C@@H]1O	u
O=S(=O)(Cc1ccc(Cl)cc1)c1nc2ccccc2nc1N1CCCCC1	4%
CNC(=O)[C@@H]1CN(C(=O)c2ccc(C)cc2C)C[C@H]1COC	32%[activator]
CC(C)C[C@@H]1N[C@H](C(=O)N2CCOCC2)Cc2cn(Cc3nccn3C)c3cccc1c23	u
O=C(Nc1cccc(S(=O)(=O)NC2=NCCC2)c1)C1(c2ccccc2)CCCC1	17%
CCN(c1ccc(-c2csc(Cc3ccccc3)n2)cc1)S(C)(=O)=O	-25%
Cc1noc(C2CC3(CCN(C(=O)CCc4ccccc4)CC3)CN2C)n1 (stereo unspecified)	-29%
COc1cccc(CNC(=O)c2ccc(NC(=O)CC3SC(N4CCCCC4)=NC3=O)cc2)c1 (stereo unspecified)	24%
Cc1cccc(CN2CCCC3(Cc4ccccc4CNC3=O)C2)n1 (stereo unspecified)	10%[149 µM]
CCOc1ccc(CC(=O)N2CCC(C3CCNC3)CC2)cc1OCC (stereo unspecified)	u
Cc1ccc(Nc2nc(-c3ccc(S(=O)(=O)N4CCCC4)cc3)cs2)cc1C	u
O=C(CN1CCCCCCC1)N1CCn2cncc2C1	-26%
Cc1cnc(C)c(N2CCC(C(=O)O)(n3ccc(-c4ccco4)n3)CC2)n1	u
COc1ccc(C(=O)N2CCN3C(=O)c4cc(-c5ccc(Cl)cc5)ccc4NC(=O)[C@@H]3C2)cc1	u
CNC(=S)NNC(=O)c1ccc(C)c(Cl)c1	15%
O=C(c1ccccc1)N(Cc1cccc2[nH]ccc12)C1CC1	13%
O=C(NCc1ccncc1)c1cc(-c2ccco2)nc2ccccc12	u
CCCCCCn1c(NCCOC)nc2c1c(=O)[nH]c(=O)n2C	17%
CCCn1c(CN2CCCCCC2)nc2cc(NC(=O)Cn3nc(C)c4ccccc4c3=O)ccc21	-6%
COc1ccc(-c2noc(CN3CCCC(C(=O)c4cccnc4)C3)n2)c(OC)c1OC (stereo unspecified)	-16%
CCC(=O)N1CCC(Cc2ncc(C)n2CCOC)C1 (stereo unspecified)	-18%
Cc1cc(=O)oc2c(C)c(OCC(=O)NCCCN(C)C)ccc12	u
COc1ccc(/C=C2\CN(Cc3ccccc3)C/C(=C\c3ccc(OC)c(O)c3)C2=O)cc1O	u
CCc1ccccc1NC(=O)Nc1cc(OC)cc(OC)c1	3%
Fc1ccc(CNC[C@H]2Cn3c(-c4ccc(F)cc4)cnc3CO2)cc1	0%[86.2 µM]
COc1ccc(Cl)cc1NC(=O)CCn1nc(C)cc1C	11%
CC/C=C(\C)CN1CCC2(CC1)Cc1ccccc1CNC2=O	14%[149 µM]
N#Cc1cccc(NC(=O)c2nn(Cc3ccccc3)c(=O)c3ccccc23)c1	13%
Cc1ccc(C)c(NC(=O)CC2(C(=O)O)CCCC2)c1	24%
COc1ccc(C(=O)N2CCCC(n3cc(-c4nc(C5CC5)no4)nn3)C2)cc1 (stereo unspecified)	-15%
Cc1nc(S(=O)(=O)Nc2ccc3c(c2)OCCO3)cn1C	19%
O=C(NCc1ccco1)/C(=C\C=C\c1ccccc1)NC(=O)c1ccco1	-13%
Cn1cccc1/C=N/NC(=O)CNc1ccc2ccccc2c1	-15%
Cc1cc2nn(CC(=O)N3CCC(C)CC3)c(=O)n2c(N2CCc3ccccc3C2)n1	-2%
CN(C(=O)c1ccc2c(=O)n3c(nc2c1)CCCCC3)c1ccccc1Cl	22%
COc1ccc2nccc(/C=C/c3ccnc4ccc(OC)cc34)c2c1	i
COc1ccc(CN2CC3(CCN(C(=O)c4ccc(F)c(Cl)c4)CC3)C2=O)cc1	0%
Cn1ncc2c(Nc3ccccc3)nc(N3CCN(C(=O)c4ccco4)CC3)nc21	-5%
C=C(C)Cn1c(NCCCCCC)nc2c1c(=O)[nH]c(=O)n2C	4%
O=C(CN1C(=O)CNC1=O)NCCc1noc(-c2ccccc2)n1	11%
Cc1c(CCl)cc(C(=O)O)cc1CCl	6%
Cc1ccc(-c2cc(N3CCCN(C(=O)Cc4ccc(F)cc4)CC3)n[nH]2)cc1C	u
CN(C)CCCNc1nc(-c2ccco2)c2c(c1C#N)CCCC2	u
O=C(Nc1cc(Cl)ccc1F)C12CC3CC(CC(C3)C1)C2	-3%
CC(CNC(=O)c1ccc2nc(Cc3ccccc3)oc2c1)c1ccccc1 (stereo unspecified)	-27%
CCCCn1cc(S(=O)(=O)c2ccc(C)cc2)c(=O)c2cc(F)c(N3CCCCC3)cc21	u
COc1ccc(C(=O)NCCn2ccn3nc(-c4ccc(C)cc4C)cc3c2=O)cc1F	-21%
Cc1ccccc1/C=C(\C#N)c1nc2ccccc2[nH]1	-29%
COC(=O)c1ccc(OC(=O)c2cc(Cl)ccc2Cl)cc1	19%
OC(C#CCCN1CCCCC1)(c1ccccc1)C1CCCCC1 (stereo unspecified)	31%
COc1ncccc1C(=O)N1Cc2cnn(Cc3ccc(F)cc3)c2C1	6%
CCn1c(CCNC(=O)c2ccccc2F)nnc1SCC(=O)N1CCc2ccccc21	4%
O=S1(=O)CCC(NC(=S)Nc2ccc3ccccc3c2)C1 (stereo unspecified)	13%
O=C(O)c1ccc(-c2ccc(Cl)c(Cl)c2)cc1F	-2%
O=C(NCc1nnc2n1C(C(=O)N1CCN(c3ncccn3)CC1)CC2)c1cccnc1 (stereo unspecified)	u
Cc1nn(-c2ccc(F)cc2F)c2c1C(C(=O)c1ccc(C(C)C)cc1)CC(=O)N2 (stereo unspecified)	-8%
COc1ccc(CCNc2nc(SCc3ccc(Cl)cc3)nc3ccccc23)cc1OC	u

Four compounds already listed, arranged by molecular weight, largest number first.
SMILES	KDM5B inhibitor
CCCCn1cc(S(=O)(=O)c2ccc(C)cc2)c(=O)c2cc(F)c(N3CCCCC3)cc21	u
O=C(Nc1cc(Cl)ccc1F)C12CC3CC(CC(C3)C1)C2	-3%
O=C(O)c1ccc(-c2ccc(Cl)c(Cl)c2)cc1F	-2%
Cc1ccccc1/C=C(\C#N)c1nc2ccccc2[nH]1	-29%

Next part.
SMILES	KDM5B inhibitor
CCCCn1nnc(N(C(=O)c2cccs2)C(=O)c2cccs2)n1	-4%
CC(NC(=O)c1cc(-c2ccccc2)n[nH]1)c1ccc(S(C)(=O)=O)cc1 (stereo unspecified)	13%
COc1ccc(NC(=O)c2cc(=O)c3cc(C)cc(C)c3o2)cc1	4%[11.5 µM]
O=C1NC2(Cc3ccccc31)CN(C(=O)c1ccccc1Cl)C2	28%&35%[149 µM]
CC(=O)N1CC2(CCN(C(=O)c3ccc(Cl)cc3)CC2)Cc2ccccc21	u
COc1ccc(OC)c(C2CC(=O)N(c3sc4c(c3C#N)CCCCC4)C3=C2C(=O)CCC3)c1 (stereo unspecified)	-2%
CCOC(=O)C1(Cc2ccccc2F)CCCN(C(=O)c2c(C)nc3sccn23)C1 (stereo unspecified)	-12%
CC(=O)N1CCN(C(=O)[C@@]23CCCC[C@H]2N(CCC(C)C)C(=O)CC3)CC1	-18%
COc1cc(CN2CC(=O)N(c3cccc(Cl)c3C)C2=S)cc(OC)c1OC	2%
O=C(NCCN1CCOCC1)c1ccc(-c2ccc(N3CCCCC3)nc2)cc1	28µM*
O=C(Cn1nc(-c2cccs2)c2ccccc2c1=O)Nc1ccccc1	-11%
COC(=O)CCCCCCCCC(O)C[N+]1(C)CCOCC1 (stereo unspecified)	20%
Cc1cccc(N2CCN(c3nc4ccccc4nc3C(=O)OC(C)C)CC2)c1C	-1%
CCCCNC(=O)[C@@H]1CCCC[C@@H]1C(=O)NCc1c(C)nn(CC)c1C	24%
O=C(Cc1ccc(F)cc1)NCCc1csc2nc(-c3ccc(Cl)cc3)nn12	3%
CC1Oc2ccc(NC(=O)c3ccccc3F)cc2CN(CCOc2ccccc2)C1=O (stereo unspecified)	-4%
CC(C)Oc1ccccc1CN1C(=O)C(=O)c2ccccc21	-8%
